APOBEC3A inh – inhibitors of human APOBEC3A DNA deaminase; inhibition, % at 20 µM; AID 493011; recombinant A3A, FAM/TAMRA ssDNA deamination fluorescence; P31941; 330,000 compounds, 0.41% hits;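 active means at least 40% inhibition at 20 µM here, with at most 30% in a related deaminase screen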;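 further: plate controls were A3A with DMSO for no effect and wells lacking A3A enzyme for full effect; some results filed as inactive read as strong as hits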
CXCR6 block – CXCR6 (human) receptor inhibition. O00574. AID 602244. 360,000 compounds, 0.36% hits. inhibition, % at 20 µM. CHO-K1 PathHunter CXCR6 beta-arrestin, luminescence; in the data active means inhibition above about 34%, passing the limit was not always enough;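 further: antagonist mode with CXCL16 agonist at 10 nM final; 0% = 10 nM CXCL16 with DMSO and 100% = unstimulated wells without agonist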
EBI2 antag – blocks human EBI2 receptor beta-arrestin signaling. P32249. EBI2 beta-arrestin recruitment, luminescence, 7a,25-OHC stimulated. inhibition, % at 5 µM. 360,000 compounds, 0.81% hits. AID 651636; in the data active means inhibition above about 38%;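 further: enzyme fragment complementation signal reports receptor beta-arrestin coupling in cells; 0% = agonist plus DMSO wells and 100% = wells without agonist; some results beyond the cut were filed as inactive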
Target sequence (P32249 whole entry, looked up, the tested form may be a part): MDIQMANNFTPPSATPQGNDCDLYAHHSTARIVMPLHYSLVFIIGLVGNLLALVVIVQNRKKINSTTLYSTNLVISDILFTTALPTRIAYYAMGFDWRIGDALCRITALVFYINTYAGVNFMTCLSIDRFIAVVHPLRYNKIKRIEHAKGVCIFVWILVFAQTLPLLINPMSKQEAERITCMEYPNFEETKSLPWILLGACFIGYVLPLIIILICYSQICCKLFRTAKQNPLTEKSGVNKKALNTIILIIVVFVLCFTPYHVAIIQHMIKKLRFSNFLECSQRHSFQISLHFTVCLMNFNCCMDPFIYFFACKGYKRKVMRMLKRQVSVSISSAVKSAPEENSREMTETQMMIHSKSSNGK
A3G deaminase – APOBEC3G (human) deaminase inhibition; Q9HC16; recombinant A3G, ssDNA deamination FAM/TAMRA fluorescence; inhibition, % at 20 µM; 330,000 compounds, 0.28% hits;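 active means inhibition of at least 40% at 20 µM, with no more than 30% in the related APOBEC3A deaminase screen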;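 further: plate controls were DMSO wells with A3G for no effect and wells lacking A3G enzyme for full effect; some compounds called inactive have numbers as strong as hits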
Target sequence (Q9HC16 whole entry, looked up): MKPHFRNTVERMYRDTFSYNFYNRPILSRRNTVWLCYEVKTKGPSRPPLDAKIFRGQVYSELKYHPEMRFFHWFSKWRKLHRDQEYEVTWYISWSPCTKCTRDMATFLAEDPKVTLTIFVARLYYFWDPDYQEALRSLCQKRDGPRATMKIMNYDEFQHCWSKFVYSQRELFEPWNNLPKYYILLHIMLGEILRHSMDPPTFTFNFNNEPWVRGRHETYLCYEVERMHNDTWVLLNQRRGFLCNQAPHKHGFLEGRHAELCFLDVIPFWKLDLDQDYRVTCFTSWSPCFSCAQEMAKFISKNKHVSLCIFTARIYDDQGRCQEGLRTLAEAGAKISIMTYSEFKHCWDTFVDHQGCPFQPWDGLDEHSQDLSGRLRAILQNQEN
NR3A LBD binder – NR3A (human) ligand-binding domain modulation; NR3A LBD differential scanning fluorimetry, Tm shift; 0% = protein alone, 100% = glycine-bound protein; Tm shift relative to glycine control, % at 25 µM; 340,000 compounds, 2.5% hits;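 active means melting temperature shift of at least 10% of the positive control shift, at one fixed dose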
CCR6 antag – blocks CCL20-driven beta-arrestin recruitment at human CCR6; CHO-K1 CCR6 PathHunter beta-arrestin, luminescence, CCL20-stimulated; inhibition, % at 20 µM; 340,000 compounds, 0.49% hits;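 active means compounds whose inhibition of the agonist-driven luminescence signal at 20 µM reaches about 50%, limit read from the data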;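 further: cells stimulated with CCL20 at 14 nM final; plate controls were DMSO with CCL20 for no effect and DMSO without agonist for full effect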
Target sequence (P51684 whole entry, looked up): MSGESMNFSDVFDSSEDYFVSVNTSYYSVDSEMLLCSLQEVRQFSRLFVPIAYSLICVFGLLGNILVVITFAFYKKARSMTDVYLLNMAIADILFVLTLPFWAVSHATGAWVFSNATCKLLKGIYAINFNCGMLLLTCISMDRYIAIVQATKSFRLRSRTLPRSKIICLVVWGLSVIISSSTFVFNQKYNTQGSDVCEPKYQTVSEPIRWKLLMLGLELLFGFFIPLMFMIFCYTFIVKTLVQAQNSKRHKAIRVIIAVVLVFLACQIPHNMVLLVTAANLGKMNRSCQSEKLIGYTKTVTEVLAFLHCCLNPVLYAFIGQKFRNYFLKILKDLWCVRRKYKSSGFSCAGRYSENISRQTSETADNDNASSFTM
MPTP inh – inhibitors of mitochondrial permeability transition pore | isolated mouse mitochondria, Ca2+ swelling absorbance, 30 min | inhibition, % at 10 µM | 360,000 compounds, 1.4% hits;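 active means inhibition of 50% or more, scaled per plate between neutral and stimulator controls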;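 further: 0% = DMSO wells given calcium and 100% = 1 mM EGTA wells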
Gli-Sufu antag – blocks Gli-Sufu signaling in a luciferase reporter; AID 588413; Sufu-KO-LIGHT fibroblasts, Gli luciferase reporter luminescence; 340,000 compounds, 0.74% hits; inhibition, % at 5 µM;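 active means inhibition above about 55%, limit read from the data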;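 further: 0% = DMSO-treated cells and 100% = wells with medium but no cells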
* marks the source's active call; other numbers are inactive results; nt = not tested or not shown.

cpd	SMILES	EBI2 antag	MPTP inh	A3G deaminase	CXCR6 block	APOBEC3A inh	NR3A LBD binder	CCR6 antag	Gli-Sufu antag
1	CCOC(=O)[C@H]1[C@H]2COc3cc(OC)ccc3[C@@H]2N2C(=O)N(c3cccc(F)c3)C(=O)[C@@]12C	4	-0.2	-7	12	-5	2	9	10
2	Cc1ccc(NS(=O)(=O)c2ccc(C(=O)OCC(=O)N3CCCCC3)cc2)cc1	-8	0.0	-8	4	-1	-3	-1	3
3	Cc1cc(C2(O)C(=O)Nc3ccccc32)ccc1F (centres undefined)	-5	0.1	-3	0	1	-1	7	0
4	COCc1cc(C)nc(OCC(=O)N/N=C/c2cccc(OC)c2)c1C#N	-2	-2.2	0	0	1	0	3	-1
5	COc1cccc(CC(=O)OCc2csc(CC(=O)Nc3ccccc3C)n2)c1	12	-2.0	-6	7	-1	0	1	1
6	COc1ccccc1NC(=O)CN1CCN(CC(=O)Nc2ccc(OCc3ccccc3)cc2)CC1	17	3.7	2	-3	1	-7	-13	13
7	COc1ccc(C(=O)NC2CCN(C(=O)NCc3ccccc3)CC2)cc1	-1	-0.5	-9	-2	7	-1	0	7
8	CC(NC(=O)/C(=C/c1ccc2c(c1)OCO2)NC(=O)c1cccc([N+](=O)[O-])c1)C(=O)O (centres undefined)	-8	0.2	-7	0	-2	-2	7	-15
9	CC(=O)Nc1ccc(-c2nnc(SCc3ccccc3C#N)n2C)cc1	-2	1.7	-4	-1	0	1	-9	-7
10	O=C(NC1CCCCCCC1)c1ccc2c(c1)N(Cc1ccc(F)cc1)C(=O)CS2=O (centres undefined)	21	-0.7	-8	4	-8	-1	19	29
11	COc1ccc(OC)c(NC(=O)C2COc3ccccc3O2)c1 (centres undefined)	2	0.4	-5	-17	0	0	36	-4
12	Cc1cc(=O)c2c(o1)C(=O)c1occc1C2=O	-18	0.6	nt	-6	nt	-2	-9	0
13	COc1cccc(NS(=O)(=O)c2ccc3[nH]cc(C(=O)NCCN4CCOCC4)c(=O)c3c2)c1	7	5.0	0	-6	6	0	-13	30
14	COC(=O)c1cc2c(=O)c3ccccc3oc2nc1C	-3	6.6	nt	4	nt	-2	10	-55
15	O=C(Nc1nc2ccccc2[nH]1)c1ccccc1	-3	-4.6	-4	-15	8	1	15	7
16	O=C(CS(=O)(=O)c1ccc(F)cc1)Nc1nnc(-c2ccccc2Cl)o1	-7	-1.3	-3	-3	4	0	7	-5
17	O=C(CN1C(=O)/C(=C/c2cccc(Cl)c2)SC1=S)NC1C=CS(=O)(=O)C1 (centres undefined)	14	-1.1	-3	-7	-4	-7	-2	28
18	O=C(C/C=N\OCc1ccc([N+](=O)[O-])cc1)Nc1ccc(Br)cc1	-8	4.4	-5	-8	0	-1	10	-1
19	CC(C)N(Cc1ccccc1)CC(O)COc1ccc(S(=O)(=O)N2CCOCC2)cc1Cl (centres undefined)	1	-3.8	3	-8	5	0	1	-4
20	CN(Cc1ccccc1)C(=O)C1CCN(Cc2ccc(F)cc2)CC1	-6	-0.1	-2	-7	-2	0	13	9
21	COc1cc(C(=O)Oc2c(CN3CCOCC3)cc(Cl)c3cccnc23)cc(OC)c1OC	42	-5.6	-7	29	-2	-2	14	44
22	Oc1ccc(C2CNCc3sccc32)cc1O (centres undefined)	-4	-0.8	18	-6	1	-1	-5	2
23	CC(C)c1ccc(S(=O)(=O)N2CCN(CC(O)CN3CCOCC3)CC2)cc1 (centres undefined)	-6	-1.7	-9	0	-3	4	-6	8
24	Cc1nn(Cc2ccc(F)cc2)c(C)c1NC(=O)c1cccnc1Cl	-12	-3.0	-2	8	2	0	4	-1
25	CNC(=O)c1sc(-c2ccccc2)nc1C	-2	-2.4	-3	10	-1	2	-1	-20

Numbers 13 through 25, quoted:
cpd	SMILES	EBI2 antag	MPTP inh	A3G deaminase	CXCR6 block	APOBEC3A inh	NR3A LBD binder	CCR6 antag	Gli-Sufu antag
13	COc1cccc(NS(=O)(=O)c2ccc3[nH]cc(C(=O)NCCN4CCOCC4)c(=O)c3c2)c1	7	5.0	0	-6	6	0	-13	30
14	COC(=O)c1cc2c(=O)c3ccccc3oc2nc1C	-3	6.6	nt	4	nt	-2	10	-55
15	O=C(Nc1nc2ccccc2[nH]1)c1ccccc1	-3	-4.6	-4	-15	8	1	15	7
16	O=C(CS(=O)(=O)c1ccc(F)cc1)Nc1nnc(-c2ccccc2Cl)o1	-7	-1.3	-3	-3	4	0	7	-5
17	O=C(CN1C(=O)/C(=C/c2cccc(Cl)c2)SC1=S)NC1C=CS(=O)(=O)C1 (centres undefined)	14	-1.1	-3	-7	-4	-7	-2	28
18	O=C(C/C=N\OCc1ccc([N+](=O)[O-])cc1)Nc1ccc(Br)cc1	-8	4.4	-5	-8	0	-1	10	-1
19	CC(C)N(Cc1ccccc1)CC(O)COc1ccc(S(=O)(=O)N2CCOCC2)cc1Cl (centres undefined)	1	-3.8	3	-8	5	0	1	-4
20	CN(Cc1ccccc1)C(=O)C1CCN(Cc2ccc(F)cc2)CC1	-6	-0.1	-2	-7	-2	0	13	9
21	COc1cc(C(=O)Oc2c(CN3CCOCC3)cc(Cl)c3cccnc23)cc(OC)c1OC	42	-5.6	-7	29	-2	-2	14	44
22	Oc1ccc(C2CNCc3sccc32)cc1O (centres undefined)	-4	-0.8	18	-6	1	-1	-5	2
23	CC(C)c1ccc(S(=O)(=O)N2CCN(CC(O)CN3CCOCC3)CC2)cc1 (centres undefined)	-6	-1.7	-9	0	-3	4	-6	8
24	Cc1nn(Cc2ccc(F)cc2)c(C)c1NC(=O)c1cccnc1Cl	-12	-3.0	-2	8	2	0	4	-1
25	CNC(=O)c1sc(-c2ccccc2)nc1C	-2	-2.4	-3	10	-1	2	-1	-20

Carrying on.
cpd	SMILES	EBI2 antag	MPTP inh	A3G deaminase	CXCR6 block	APOBEC3A inh	NR3A LBD binder	CCR6 antag	Gli-Sufu antag
26	COc1ccccc1OCCc1nnc(N)s1	0	-0.4	-5	0	-3	3	2	1
27	COc1ccc2nc(NCCO)[nH]c2c1	-2	-0.5	-6	-6	-4	-2	-7	4
28	CCc1cc2c(=O)c(-c3ccc4c(c3)OCCO4)coc2cc1OC(=O)c1ccco1	7	49	-5	7	-1	2	4	-121
29	Cc1ccccc1CNC(=O)c1ccccc1	1	0.5	-3	6	3	-1	6	0
30	CN(C)c1ccc(NC(=O)CN2C3CCCC2CC(NC(=O)c2ccccc2)C3)cc1 (centres undefined)	-7	0.7	-8	-7	-7	0	15	22
31	Cc1nn(-c2ccccc2)c(N2CCCC2)c1/C=N/NC(=S)Nc1cc(C(F)(F)F)ccc1Cl	11	1.7	-5	4	-2	-6	11	2
32	CC(C)CC(=O)N1CCC(N2CCN(c3ccccc3)CC2)CC1	-10	0.0	-3	3	-3	0	-11	-4
33	C=CCN1C(=O)/C(=C2\SC(N3CCOCC3)=NC2=O)c2cc(Br)ccc21	23	0.5	-3	29	-11	-2	9	-6
34	COc1cc(-c2cc(-c3ccc(N)cc3)[nH]c(=O)c2C#N)cc(OC)c1OC	11	1.7	-13	-1	1	2	-3	-20
35	O=C(N/N=C/C1CC=CCC1)c1cc2ccccc2cc1O (centres undefined)	4	9.9	-9	-11	-6	-5	1	6
36	COc1ccc(-c2ccc3ccccc3n2)cc1	0	0.2	-3	-11	4	-12	8	-120
37	C#CCOCCOCCOCCNc1nc(N2CCN(C(=O)[C@H]([C@@H](C)O)n3cc(CCCCN)nn3)CC2)nc(N2CCN(C(=O)[C@H](CCCCN)n3cc(CC(C)O)nn3)CC2)n1 (some centres undefined)	0	-0.2	-8	4	-2	2	-21	-4
38	O=C(OCc1nnc(-c2ccccc2)o1)C1CCN(C(=O)c2ccc(Cl)cc2)CC1	36	-0.3	3	-9	2	4	13	nt
39	Cc1ccc(S(=O)(=O)N/N=C\c2ccc(Cl)c([N+](=O)[O-])c2)cc1	6	4.9	-6	18	-3	2	26	-17
40	O=C(COC(=O)/C=C/c1cccs1)NC1CC1	3	-0.8	1	0	2	2	-2	3
41	Cc1ccc(-c2cc(C(=O)Nc3cc(C)on3)c3ccccc3n2)cc1	12	0.1	-9	-6	0	4	11	-11
42	COc1cccc(NC(=O)CN(C)C(=O)C2CC3C=CC2C3)c1 (centres undefined)	0	-0.9	-5	-1	-3	-1	13	5
43	N#CC1=C(N)N(c2ccccc2)C2=C(C(=O)CCC2)C1c1cccs1 (centres undefined)	-2	2.3	-9	-4	-2	-3	26	4
44	CCOc1ccccc1NC(=O)c1cc(C(=O)c2cc(Br)ccc2O)coc1=N	13	44	-7	-2	-2	25*	16	4
45	O=C(NCCCN1CCN(c2cccc(Cl)c2)CC1)c1nc(-c2ccncc2)no1	-1	0.1	-1	9	-3	-1	5	11
46	COc1cccc(CNC(=O)c2nnn(-c3ccc(OC(F)(F)F)cc3)c2N)c1	2	3.8	-2	6	1	0	9	-11
47	O=C(O)CCNS(=O)(=O)c1ccc2c(c1)OCCCO2	-4	-1.4	-3	-4	0	1	-7	1
48	CCNC(=O)c1ccc(C2SCC(=O)N2Cc2ccco2)cc1 (centres undefined)	1	0.8	3	-4	4	-3	-9	-16
49	CCC[C@@H]1C[C@@]1(CCC)[C@@H](NC(=O)c1ccccc1)c1ccc(C(=O)OC)cc1	12	-0.3	-1	2	2	-1	3	-4
50	CCCN1CCN(C(=O)C2CCN(c3ncnc4c3nc3n4CCCCC3)CC2)CC1	-7	-0.8	-5	0	-3	8	0	8

As a short view, some entries already given.
cpd	SMILES	EBI2 antag	MPTP inh	A3G deaminase	CXCR6 block	APOBEC3A inh	NR3A LBD binder	CCR6 antag	Gli-Sufu antag
49	CCC[C@@H]1C[C@@]1(CCC)[C@@H](NC(=O)c1ccccc1)c1ccc(C(=O)OC)cc1	12	-0.3	-1	2	2	-1	3	-4
50	CCCN1CCN(C(=O)C2CCN(c3ncnc4c3nc3n4CCCCC3)CC2)CC1	-7	-0.8	-5	0	-3	8	0	8

(further entries)
cpd	SMILES	EBI2 antag	MPTP inh	A3G deaminase	CXCR6 block	APOBEC3A inh	NR3A LBD binder	CCR6 antag	Gli-Sufu antag
51	COc1ccc(C(C)=O)cc1COC(=O)c1cnc(Cl)c(Cl)c1	23	-1.7	-5	26	-6	0	16	4
52	Cc1ccc2c(c1)-c1[nH]c(=S)ncc1CS2	17	0.1	-5	7	4	-1	5	-4
53	Cc1onc(-c2ccccc2)c1C(=O)N1CCN(S(=O)(=O)c2ccccc2C(F)(F)F)CC1	1	0.5	-11	-6	3	0	1	1
54	O=C(NC1CC1)c1nc(Cn2cc([N+](=O)[O-])cn2)no1	-7	-1.9	-6	1	-1	1	-4	-4
55	CCOC(=O)c1[nH]c(=O)[nH]c1COC(=O)c1cc2ccccc2o1	4	0.6	-4	-1	0	2	-6	13
56	Cc1ccc(C23CC4CC(CC(NC(=O)N5CCN(C)CC5)(C4)C2)C3)cc1	2	71*	-5	8	-1	-7	1	-2
57	O=C(NNC(=O)c1ccc(NC(=O)c2ccccc2)cc1)c1ccc(F)cc1	-4	1.4	4	-3	1	-12	10	6
58	COCCCNC(=O)C1CCN(S(=O)(=O)N(CC(C)C)CC(C)C)CC1	-8	0.9	-2	8	-1	0	1	-8
59	O=C(/C=C/c1cc([N+](=O)[O-])ccc1OC(F)F)Nc1cccc([N+](=O)[O-])c1	4	89*	-7	-6	-2	2	2	25
60	CC(=O)c1ccc(OCC(O)CN2CCCC(C)C2)cc1 (centres undefined)	-2	0.1	-11	-5	-8	-7	7	-16
61	O=C(O)C1Cc2ccccc2CN1C(=O)COc1ccc(Cl)cc1Cl (centres undefined)	0	-0.2	3	1	11	3	5	0
62	CCOc1ccc(Br)cc1C(=S)N1CCCC1	4	0.1	-4	8	3	0	11	6
63	CCN(CC)CCCNC(=O)Cn1ncc2c(=O)oc3ccc(C)cc3c21	-7	-2.3	-6	-6	0	-1	3	2
64	COc1ccc(CC(=O)NNC(=O)CSc2nnc(C)n2-c2ccccc2)cc1	-17	-3.5	1	0	2	-1	2	5
65	CCN1CCN(C2CCCCC2NS(=O)(=O)c2ccccc2)CC1 (centres undefined)	2	-1.7	-1	4	-2	-3	2	4
66	Cc1nn(C)c(Oc2ccccc2)c1[N+](=O)[O-]	-12	0.3	-4	-9	-1	0	-2	13

Assay outcomes (PubChem BioAssay)
